High-throughput results deposited in PubChem by National Center for Advancing Translational Sciences (NCATS).
BCR signal inh: chronic active BCR signaling inhibition; ABC-DLBCL IkBa-CBG/CBR reporter, luminescence ratio, 4 h; Potency, µM (top dose mostly 46.1 µM), inactives show at the highest dose ratio change, negative = lower green/red ratio, most hits filed as inhibitors; hit rate 0.05% among 340,000; active = well fitted inhibition curve with a large enough effect in the signal ratio, with a control signal flat, not every such curve was filed as active; inconclusive = small, poorly fitted or top-dose-only effect, or effect the other way, or a change in a side signal; the % refers to the signal ratio;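 also: potency is read from the fitted curve at half-maximal effect; plate controls were basal doxycycline-induced cells for no effect and cells given 10 µM MG132 for full effect; MG132 reads +100%, hits lower the ratio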
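Doxycycline induced both beetle luciferases in TMD8 lymphoma cells; IKK-driven degradation limits the IkappaBalpha-fused green signal, while red luminescence normalises for cell number and nonspecific effects. Compounds tested up to 46 uM, 4 hrs.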
Eya2 phos inh: inhibitors of human Eya2 phosphatase activity. Potency, µM (highest dose often 76.9 µM), inactives show top-dose activity, negative = inhibition, most hits filed as inhibitors. O00167. hit rate 0.006% among 330,000. recombinant Eya2, OMFP fluorescence dephosphorylation (OMFP is methylfluorescein phosphate); also: potency is read from the fitted curve at half-maximal effect; % is scaled to controls: 0 for no effect and ±100 for the full control effect
Target sequence (O00167 whole entry, looked up): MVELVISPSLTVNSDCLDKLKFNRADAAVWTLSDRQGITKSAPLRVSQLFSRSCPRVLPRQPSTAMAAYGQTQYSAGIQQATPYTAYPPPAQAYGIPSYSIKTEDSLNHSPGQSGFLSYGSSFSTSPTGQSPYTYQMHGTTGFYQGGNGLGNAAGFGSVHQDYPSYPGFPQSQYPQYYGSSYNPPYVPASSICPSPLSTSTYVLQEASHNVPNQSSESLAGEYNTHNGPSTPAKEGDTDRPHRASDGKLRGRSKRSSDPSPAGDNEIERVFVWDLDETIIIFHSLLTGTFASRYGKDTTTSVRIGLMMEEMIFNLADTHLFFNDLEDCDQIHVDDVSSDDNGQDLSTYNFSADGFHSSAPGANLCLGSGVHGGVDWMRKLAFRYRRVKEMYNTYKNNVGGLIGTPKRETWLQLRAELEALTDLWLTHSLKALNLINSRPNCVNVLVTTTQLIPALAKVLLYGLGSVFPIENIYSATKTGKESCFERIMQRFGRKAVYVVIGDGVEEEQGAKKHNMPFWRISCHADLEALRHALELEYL
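Eya2 protein (added as 0.2 uM solution) was preincubated with compound for 10 min at ambient temperature in 50 mM HEPES pH 7.5, 50 mM NaCl, 5 uM MgCl2, 0.05% BSA, 1 mM DTT. OMFP (added at 50 uM) then reacted 10 min; fluorescence read at 485/525 nm.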
PKM2 activator: activators of human pyruvate kinase M2; purified PKM2, Kinase-Glo ATP luminescence, activation; response scale: 0% is enzyme alone, no compound; Potency, µM (series often up to 57.5 µM), for the others: at the top dose activation, hits mostly activators; P14618; hit rate 0.34% among 260,000; also: potency is read from the fitted curve at half-maximal effect; % is scaled to controls: 0 for no effect and ±100 for the full control effect; nearly all actives have a fitted effect of over 55% in size
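Kinase-Glo luminescence reports ATP generated from ADP (0.1 mM) and PEP (0.5 mM) by purified hPK-M2 after 1 h at room temperature, pH 7.2 imidazole buffer; intermediate enzyme activity allows detecting inhibitors and activators.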
TSHR antag: human thyrotropin receptor antagonism; hit rate 0.2% among 330,000; P16473; AID 504810; activity change, negative = inhibition, % at 11.5 µM; TSHR-expressing cells, TSH-stimulated cAMP HTRF, 2 h; stronger effect = lower value;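 active = activity change below a set negative limit, meaning inhibition stronger than a set level, cut at about -70% in these data; inconclusive = activity change between two set negative limits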; also: % is scaled to controls: 0 for no effect and ±100 for the full control effect
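Inhibition of cAMP made by TSHR-expressing cells under TSH stimulation (4nM final, EC80; 2 h, 37 deg C) is quantified with a one-step lysis HTRF kit, anti-cAMP cryptate versus cAMP-d2.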
ASM inhibitor: human S-ASM enzyme inhibition. P17405. placental ASM, HMU-PC fluorogenic substrate, 60 min. Potency, µM (series often up to 57.5 µM), without a hit: at the top dose activity change, negative = inhibition, usual class: inhibitors. hit rate 0.006% among 340,000. AID 504937; also: potency is read from the fitted curve at half-maximal effect
Target sequence (P17405 47-631 limits assumed): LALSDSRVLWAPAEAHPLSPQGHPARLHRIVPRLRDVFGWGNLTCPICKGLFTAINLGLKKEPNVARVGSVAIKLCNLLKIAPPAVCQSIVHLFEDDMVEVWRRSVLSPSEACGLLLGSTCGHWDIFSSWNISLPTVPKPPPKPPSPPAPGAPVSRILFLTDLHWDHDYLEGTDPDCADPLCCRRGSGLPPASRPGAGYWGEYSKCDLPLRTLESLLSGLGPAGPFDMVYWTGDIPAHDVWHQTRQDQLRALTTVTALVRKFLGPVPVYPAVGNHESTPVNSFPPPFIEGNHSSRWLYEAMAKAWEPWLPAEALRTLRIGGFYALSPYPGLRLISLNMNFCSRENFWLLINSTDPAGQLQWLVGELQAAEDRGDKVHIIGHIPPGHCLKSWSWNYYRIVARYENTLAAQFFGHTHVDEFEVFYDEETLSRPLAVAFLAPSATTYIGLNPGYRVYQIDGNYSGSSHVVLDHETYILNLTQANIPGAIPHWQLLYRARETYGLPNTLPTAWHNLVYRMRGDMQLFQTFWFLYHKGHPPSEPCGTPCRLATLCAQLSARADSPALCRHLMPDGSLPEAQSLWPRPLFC
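HMU-PC0 cleavage (9 uM final) by human placental ASM, 60 min at 37 °C following 10 min compound exposure at RT; stopped at pH 10, fluorescence Ex 386/Em 447 nm.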
MBNL1-CUG inh: MBNL1-poly(CUG) RNA binding inhibition; Q9NR56; TR-FRET MBNL1-His/biotin-(CUG)12 binding, 665/545 ratio; Potency, µM (titrated, usually from 57.5 µM), inactives show top-dose activity change, negative = inhibition, actives largely listed as inhibitors; hit rate 0.036% among 280,000; active = well fitted inhibition curve with a large enough effect in the signal ratio, with a control signal flat, not every such curve was filed as active; inconclusive = small, poorly fitted or top-dose-only effect, or effect the other way, or a change in a side signal; inactive = no such curve, though single readings can be large or run the other way; the % refers to the signal ratio; also: potency is read from the fitted curve at half-maximal effect; % is scaled to controls: 0 for no effect and ±100 for the full control effect
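His-tagged MBNL1 binding to biotinylated (CUG)12 RNA was measured by TR-FRET using terbium anti-His antibody (0.055 ng/ul final) and streptavidin-XL665 (5 nM final). Compounds were titrated 92 nM to 58 uM; 60 min at room temperature.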
USP2a inh: inhibitors of human ubiquitin-specific protease USP2a; O75604; USP2 core, Ub-CHOP2 coupled fluorogenic reporter, 485/531; hit rate 0.01% among 330,000; AID 463254; Potency, µM (top dose mostly 38.3 µM), for the others: at the top dose activity change, negative = inhibition, hits mostly inhibitors;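 also: potency is read from the fitted curve at half-maximal effect; plate controls were DMSO wells for no effect and full inhibition by NEM control for full effect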
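Cell-free coupled assay: 10nM USP2 core preincubated 30min RT with compound in Tris-HCl pH 8.0/CaCl2/CHAPS buffer, then 25nM Ub-CHOP2 and 25nM reporter substrate; fluorescence (Ex 485/Em 531) read after 60min RT, normalized to NEM inhibition, concentration-response curves fitted.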
Menin-MLL TR inh: menin-MLL binding inhibition, Texas Red mutant peptide; hit rate 0.23% among 270,000; Potency, µM (top dose mostly 61.6 µM), without a hit: at the highest dose FP activity change, negative = inhibition, usual class: inhibitors; O00255; AID 1768; Menin + Texas Red MLL mutant peptide, fluorescence polarization; active = well fitted inhibition curve with a large enough effect in the polarisation, with a control signal flat, not every such curve was filed as active; inconclusive = small, poorly fitted or top-dose-only effect, or effect the other way, or a change in a side signal; inactive = no such curve, though single readings can be large or run the other way; the % refers to the polarisation; also: potency is read from the fitted curve at half-maximal effect; % of control where 0% means no effect; many of its hits are not listed in these tables
GALK inh: galactokinase (human) inhibition | P51570 | Purified GALK, Kinase-Glo residual ATP luminescence | Potency, µM (doses to about 57.5 µM), inactives show top-dose activity change, negative = inhibition, hits mostly inhibitors | hit rate 0.007% among 270,000 | AID 1868; also: potency is read from the fitted curve at half-maximal effect; % is scaled to controls: 0 for no effect and ±100 for the full control effect
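ATP-depletion format; final 35 uM ATP, 100 uM D-galactose, 5 nM enzyme; pH 8.0 HEPES/Mg2+ buffer; 60 min RT; luminescence read 10 min after detection reagent.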
Mito fusion yeast: mitochondrial division inhibition or fusion activation; S. cerevisiae fusion-defective mutant growth rescue, CellTiterGlo 48 h; Potency, µM (titrated, usually from 46.1 µM), inactives show top-dose growth rescue (activation), usual class: activators; hit rate 0.23% among 320,000; AID 485298;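 also: potency is read from the fitted curve at half-maximal effect; % of control where 0% means no effect; nearly all actives have a fitted effect of over 45% in size; temperature-sensitive fusion mutants such as fzo1-1 at 37 °C on non-fermentable ethanol glycerol medium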
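S. cerevisiae fusion-defective temperature-sensitive mutants (e.g. fzo1-1, mgm1-5) grown 48 h at 37C in YPEG (ethanol/glycerol non-fermentable) medium with 23 nl compound per well; growth rescue read as CellTiterGlo luminescence.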
hERG WT inh: KCNH2 (human, wildtype) channel inhibition; U2OS, BacMam KCNH2, thallium flux FluxOr; stronger effect = lower value; activity change, % at 1.84 µM; hit rate 0.37% among 340,000; AID 720551;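 active = maximum activity change below -70%; inconclusive = maximum activity change between -70% and -50%; inactive = maximum activity change above -50%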; also: % is scaled to controls: 0 for no effect and ±100 for the full control effect
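U2OS cells transduced with wild-type KCNH2 virus are loaded with FluxOr dye for 45 min, and thallium flux is measured in kinetic reads before and after stimulation buffer. Rate constants are normalized to DMSO controls.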
* hit, by the source's call; ? = inconclusive; . = not tested or not shown; [ ] = dose if it differs, or a comment. Unless noted, calls follow the shape of the dose curve; as a rule, active = well fitted curve in the direction sought with a large enough effect; inconclusive = small, poorly fitted or top-dose-only effect, or another doubt; inactive = no such curve, though single readings can be large; an effect the other way counts as inactive or inconclusive. Not all compounds are listed; count on the stated rates, not on these rows.

SMILES | BCR signal inh | Eya2 phos inh | PKM2 activator | TSHR antag | ASM inhibitor | MBNL1-CUG inh | USP2a inh | Menin-MLL TR inh | GALK inh | Mito fusion yeast | hERG WT inh
COc1ccc(Nc2nc(N)nc(CSc3nnc(C)s3)n2)cc1 | ? | -7% | -2% | -1 | 5% | -9% | 1% | 0% | 1% | -2% | -12
CCCN=C1N(CC)C[C@@H]2[C@@H]3C(=O)N(C)C(=O)[C@@H]3[C@](Cc3ccccc3)(C(=O)OC)N12 | -1% | -5% | . | 11 | -3% | . | -2% | . | . | . | 7
CCCCN(C)C(=O)c1cn(C)c2ccc(S(=O)(=O)N3CCC(C)CC3)cc2c1=O | 6% | -1% | . | 6 | -1% | 2% | 0% | -8% | 1% | 2% | -10
N#CCCn1[nH]c(-c2ccccc2)cc1=O | -3% | -4% | -1% | 7 | 5% | -14% | 1% | 7% | 0% | 0% | 3
Cc1ccc(C(=O)Cn2nnc3ccccc32)cc1C | 4% | -3% | 0% | 13 | -1% | 2% | -1% | 1% | 0% | 6% | 8
CC1(C(=O)N/N=C/c2cc3c(cc2Br)OCO3)CC1(Br)Br (stereo unspecified) | ? | -5% | -5% | -15 | -6% | 0% | -10% | . | -7% | -6% | -8
O=C1N/C(=N/N=C/c2ccccc2O)SC1Cc1ccc(F)cc1 (stereo unspecified) | ? | 0% | -1% | 0 | 21% | -3% | -2% | . | . | -15% | -1
COc1cccc(C2=CC(=O)CC(C)(C)C2)c1 | -8% | -3% | . | -11 | 1% | . | 2% | . | . | 5% | 4
Cc1cc(NC(=O)CSc2nc(C(C)C)nc3sc(C)c(C)c23)no1 | -9% | -11% | 2% | 3 | 1% | 7% | 0% | -11% | -4% | -7% | 8
Cc1cccc(OCCSc2nc3ccccc3n2CC(=O)O)c1 | 5% | 14% | 1% | -4 | 8% | -13% | -2% | 3% | -1% | -2% | 0
Cc1cc(C)c(O)c(-c2cc(C(=O)Nc3cccnc3)[nH]n2)c1 | ? | 9% | -3% | -13 | -4% | 0% | 0% | . | 0% | 5% | 1
Cc1nc(NCC2CCCO2)c2nnn(Cc3ccccc3Cl)c2n1 (stereo unspecified) | -1% | 15% | 4% | -11 | 6% | -5% | 0% | -4% | 2% | 5% | 1
CC(OC(=O)c1ccco1)C(=O)Nc1ccc(Cl)cn1 (stereo unspecified) | ? | -5% | -7% | 10 | 1% | . | -3% | -2% | 10% | -3% | 8
O=C(c1cccnc1)N1CCN(S(=O)(=O)c2cccs2)CC1 | -4% | 13% | 8% | 15 | -1% | -5% | -1% | -10% | 5% | 0% | -5
Cc1nc(CS(=O)c2ccc(Cl)cc2)cc(NCc2ccc(Cl)cc2Cl)n1 (stereo unspecified) | 5% | -15% | 7% | -13 | -16% | -5% | 0% | ? | 0% | 17% | -9
C/C(=N\n1cnnc1)c1ccc(C#N)cc1 | 1% | 14% | -13% | -5 | 1% | -3% | 1% | 21% | 0% | 3% | 1
CC1(OC(=O)c2ccc(Cl)nc2)C(=O)C=C2C=C3CCCN3C=C2C1=O (stereo unspecified) | 6% | 1% | -9%[11.5 µM] | -13 | 4% | ? | 0% | -2%[11.7 µM] | -2% | 12% | 1
Cc1ccc(Cc2cnc(NC(=O)CN3CCOCC3)s2)cc1Cl | -11% | -7% | 0% | 1 | -1% | 5% | 1% | 12% | 0% | -9% | -1
CCN1/C(=C\C=C(C(C)=O)C(C)=O)Sc2ccccc21 | -26% | -5% | -3% | -15 | -24% | ? | ? | -4% | 0% | 2% | -3
CCOC(=O)Nc1cccc(OCC(=O)Nc2ccccc2OCC)c1 | -5% | -4% | 3% | -18 | 0% | -8% | 2% | . | 1% | 2% | 1
CCOc1cc(NC2CS(=O)(=O)CC2O)c(OCC)cc1NC(=O)c1ccccc1 (stereo unspecified) | 4% | -3% | 6% | 23 | 0% | -3% | 0% | 2% | -2% | 2% | 23
CC(C)(C)C(=O)NNc1nc(-c2ccccc2)c2cc(Br)ccc2n1 | 9% | -5% | 5% | 9 | -5% | 16% | 0% | 1% | -2% | ? | -3
O=C(Nc1cccc(NC(=O)c2ccco2)c1)c1ccccc1 | -15% | 20% | . | -12 | -3% | 1% | 1% | . | -3% | 4% | -1
Cc1ccc2c(C(=O)CN3CCN(C(=O)c4ccco4)CC3)c(C)[nH]c2c1 | -13% | 13% | 1% | 8 | 3% | . | 4% | . | 7% | 3% | 0
Brc1cccc(-c2nnc3sc(CNCc4ccco4)cn23)c1 | -1% | 17% | 0% | -12 | -3% | 9% | -1% | -16%[11.7 µM] | 2% | -1% | 4
Cn1c(=O)c2c(nc(NCC3CCCO3)n2Cc2cccc(Br)c2)n(C)c1=O (stereo unspecified) | -3% | -10% | 0% | 5 | 2% | 2% | -3% | 4% | 0% | 9% | 19
CCOCC(=O)Nc1c(C(=O)Nc2ccc3c(c2)OCO3)oc2ccccc12 | -2% | -19% | 0%[0.46 µM] | 1 | -3% | -5% | 1% | -27% | 6% | -1% | -5
COc1ccc(N2COC3c4cccc5cccc(c45)C32)cc1 (stereo unspecified) | ? | 3% | -11% | 1 | -10% | 63%[activator] | -1% | 14% | -5% | 0% | 1
N#CCC(N)=C(C#N)C#N | ? | 0% | -5% | 7 | 2% | ? | 1% | 0% | 0% | -5% | -2
COc1ccc(OC(=O)c2cc(S(=O)(=O)N3CCCC3)ccc2Cl)cc1 | 6% | -2% | -1% | -10 | -1% | -1% | 0% | . | -4% | 2% | 8
COc1ccc(CNC(=S)Nc2ccccc2C)cc1 | 0% | -4% | 1% | 9 | 0% | 1% | 2% | . | 0% | -4% | 13
Cc1ccc(-c2cc(-c3nnc(SCC(=O)NC(C)C(C)C)n3N)c3ccccc3n2)cc1 (stereo unspecified) | -2% | -7% | ? | 5 | -3% | -3% | 2% | -5% | 3% | -1% | 7
O=C(COC(=O)c1ccco1)NCc1ccc(Cl)cc1 | 14% | 11% | -5% | -2 | -1% | . | 0% | -8% | 0% | -4% | -1
C/C(=N\NC(=S)NCCc1ccccc1)c1ccc(C)cc1 | 0% | -6% | 5% | -2 | -15% | 1% | 3% | -13% | -2% | -4% | .
O=C(CC1S/C(=N/N=C2CCCCCC2)NC1=O)Nc1ccccc1F (stereo unspecified) | -4% | 5% | -3% | 9 | -2% | 3% | 0% | 9% | 4% | 1% | 4
COc1ccc2c(c1)CCc1c(C(=O)N3CCCc4ccccc43)noc1-2 | ? | -18% | -5% | -26 | 2% | ? | 0% | 4% | 0% | ? | -25
CC(C)(C)C1=CC=C(C(C)(C)C)C(=O)C1=O | -1% | 2% | 11% | -15 | . | . | -2% | . | -4% | 2% | .
Cc1cc(C(=O)NCCc2ccc(Cl)cc2)c2ccccc2n1 | 1% | 22% | . | -3 | -1% | 4% | -1% | -7% | -3% | -13% | -4
Cc1ccc(C(=O)CC(=O)c2ccc(C(C)(C)C)cc2)cc1 | 3% | -6% | 0% | 2 | 1% | 0% | 2% | 15% | -1% | 3% | 7
CN1CCN(NC(=O)c2cc(-c3ccc(Cl)s3)nc3ccccc23)CC1 | 3% | -3% | -3% | 29 | 60%[activator] | 16% | 3% | -5% | 8% | -19% | 31
Cc1ccc(S(=O)(=O)N2CCN(C(=O)CSc3cc(C)ccc3C)CC2)c(C)c1 | -15% | 7% | 8% | -5 | -1% | -1% | 0% | . | 6% | 3% | 3
CCOc1ccccc1CNC(=O)c1ccc(NC(=O)C2=C(C)OCCS2)cc1 | -3% | 9% | . | -9 | 0% | 4% | 1% | . | 3% | 10% | 14
COc1ccc(S(=O)(=O)N2CCC(C(=O)N[C@@H](C)C(=O)NCc3ccc(F)cc3)CC2)cc1 | 1% | 5% | . | 1 | 3% | -1% | 3% | . | -1% | 2% | -2
CC(C)(C)CC(C)(C)NC1=CC(=O)OC12CCCCC2 | ? | -23% | 0% | -2 | 3% | -7% | -6% | 2% | 0% | -1% | 5
